GalR3 antagonist = antagonists of human GalR3; HEK293 GalR3-CNG cAMP membrane potential fluorescence; galR3 body fused to GalR1 C-terminus; inhibition, % at 3 µM; 360,000 compounds, 0.44% hits;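 active means inhibition above the screen-wide average plus 3 SD, cut at about 13% in these data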;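 further: forskolin and galanin both at EC90 stimulate the cells; cAMP rise reported by CNG channel membrane potential dye signal; 0% = forskolin plus galanin with DMSO and 100% = forskolin alone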
V1aR counter = V1a receptor agonism, counter-screen for OXTR agonists; P37288; CHO-V1R cells, Fluo-8 calcium fluorescence, agonist mode; 0% DMSO, 100% 3 nM vasopressin; activation, % at 3 µM; 320,000 compounds, 0.25% hits; AID 2797;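 active means activation above the mean activation of all tested compounds plus 3 SD, per screening run, cut at about 20% in these data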;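 further: signal is peak over basal fluorescence ratio across a 100 second FLIPR read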
Target sequence (P37288 whole entry, looked up): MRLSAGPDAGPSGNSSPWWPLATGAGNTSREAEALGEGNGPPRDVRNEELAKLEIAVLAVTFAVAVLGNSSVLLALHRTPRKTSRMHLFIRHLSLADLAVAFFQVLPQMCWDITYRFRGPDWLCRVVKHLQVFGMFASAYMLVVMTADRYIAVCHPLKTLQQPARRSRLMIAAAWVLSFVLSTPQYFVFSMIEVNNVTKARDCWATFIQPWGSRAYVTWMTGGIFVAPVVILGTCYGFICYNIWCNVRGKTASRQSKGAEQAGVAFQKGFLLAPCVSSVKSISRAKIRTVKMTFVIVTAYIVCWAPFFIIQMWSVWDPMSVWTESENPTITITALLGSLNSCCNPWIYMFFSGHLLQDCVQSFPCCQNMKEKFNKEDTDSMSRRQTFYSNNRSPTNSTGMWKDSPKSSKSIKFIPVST
NALP1 yeast inh = NALP1 inhibition. S. cerevisiae NALP1/ASC/caspase-1 growth, X-gal OD620, 72 h. inhibition, % at 10 µM. 280,000 compounds, 0.61% hits. AID 2071; in the data active means inhibition mostly above about 24%, no sharp cut-off; inactive means mostly below about 32%; further: some compounds called inactive have numbers as strong as hits
MEKK2 WT-MEK5 = raises or lowers MEK5 binding to wildtype human MEKK2 PB1 domain; Q9Y2U5; bead flow cytometry, Alexa488-MEK5 binding to MEKK2 WT; actives lie on both sides; binding response (% of control), % at 10 µM; 290,000 compounds, 1.1% hits; AID 1531; in the data active means binding response below about 67% or above about 130%
OXTR potentiate = potentiates the human oxytocin receptor response | AID 2445 | activation, % at 3 µM | CHO-OTR cells, Fluo-8 calcium fluorescence, potentiator mode; 0% = oxytocin EC15, 100% = EC100 | 320,000 compounds, 0.061% hits | P30559;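 active means activation above that plate's cutoff, the mean activation of tested compounds plus 3 SD, cut at about 6.6% in these data, passing the limit was not always enough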;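 further: 100% uses oxytocin at 75 nM as the full agonist control; some results filed as inactive read as strong as hits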
Target sequence (P30559 whole entry, looked up): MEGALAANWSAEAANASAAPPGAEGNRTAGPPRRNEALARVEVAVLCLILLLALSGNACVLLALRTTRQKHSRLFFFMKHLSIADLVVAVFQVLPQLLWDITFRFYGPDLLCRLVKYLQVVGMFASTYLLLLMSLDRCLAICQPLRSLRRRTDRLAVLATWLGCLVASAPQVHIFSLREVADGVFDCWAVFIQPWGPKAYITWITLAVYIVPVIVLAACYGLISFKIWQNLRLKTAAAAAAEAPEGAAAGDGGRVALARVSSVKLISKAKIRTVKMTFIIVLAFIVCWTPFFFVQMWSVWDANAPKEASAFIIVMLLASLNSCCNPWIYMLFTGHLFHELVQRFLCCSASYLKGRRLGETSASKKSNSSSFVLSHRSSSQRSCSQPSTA
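Material: human OTR in CHO cells. Compound: 3.0 µM, one dose. Timing: compound 6 min at room temperature before oxytocin, 100 s read. Evaluation: % activation of max/min ratio relative to oxytocin controls. Replication: single well per compound, singlicate. Signal: Fluo-8 calcium dye fluorescence.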
GPR7 antag = antagonists of human GPR7 (neuropeptides B/W receptor 1); GPR7-expressing cells, fluorescence antagonist assay; 290,000 compounds, 1.1% hits; inhibition, % at 4.4 µM; P48145; in the data active means inhibition above about 16%, passing the limit was not always enough;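 further: cells stimulated with the agonist NPW; 0% = agonist with vehicle and 100% = vehicle without agonist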
OXTR ag = human OXTR agonism. P30559. CHO-OTR cells, Fluo-8 calcium fluorescence; normalized: DMSO 0%, oxytocin 100%. activation, % at 3 µM. 320,000 compounds, 0.32% hits. AID 2435;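 active means activation above the mean of all tested compounds plus 3 SD, cutoff set per screening run, cut at about 20% in these data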;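 further: peak over basal fluorescence ratio from a 100 s FLIPR kinetic read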
M18AAP inhibitor = blocks P. falciparum M18 aspartyl aminopeptidase | recombinant PfM18AAP, H-Glu-NHMec fluorogenic cleavage | inhibition, % at 7.35 µM | 290,000 compounds, 1.2% hits;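 active means inhibition above the campaign mean inhibition over all tested compounds plus 3 SD, cut at about 28% in these data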;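 further: 0% = plate median of test compound wells and 100% = 2 mM ZnCl2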
MEKK2mut PB1 HTS = signal of MEK5 binding to mutant human MEKK2 PB1 domain; 290,000 compounds, 0.35% hits; percent response, % at 10 µM; bead flow cytometry, Alexa488-MEK5 binding to MEKK2 mutant; in the data active means percent response above about 24%, passing the limit was not always enough; further: inactives centre near 1; some results filed as inactive read as strong as hits
Active calls of the source: *; nt = no result given; [ ] = another dose, or the depositor's remark.

SMILES	GalR3 antagonist	V1aR counter	NALP1 yeast inh	MEKK2 WT-MEK5	OXTR potentiate	GPR7 antag	OXTR ag	M18AAP inhibitor	MEKK2mut PB1 HTS
O=C(NC1CC2CCCC(C1)N2S(=O)(=O)c1ccccc1)c1ccccc1 (configuration not stated)	-1	-0.3	12	109	-9	-4	-0.3	-25	4
C=CCn1c(SCC(=O)Nc2ccc(C(=O)OCC)cc2)nnc1-c1sc(N)nc1C	3	-0.2	7	93	-8	-3	0.5	4	-5
O=C(Cc1ccccc1)Nc1ccc(S(=O)(=O)N2CCCC2)cc1	-8	nt	5	94	nt	10	nt	0	-12
CCOC(=O)C1=NN(c2ccc(OC)cc2)C2C(=O)N(c3ccccc3OC)C(=O)C12 (configuration not stated)	-1	-0.1	23	83	-11	-9	-0.3	-3	-15
COc1ccc(CCNC(=O)C(=O)Nc2ccc3nc4n(c(=O)c3c2)CCCCC4)cc1OC	-4	0.2	nt	97	8	-5	-2.3	0	-2
CCOc1ccc(C(C)C)cc1S(=O)(=O)n1ccnc1C	-8	-0.7	-1	101	-8	-12	-1.6	-5	-2
CC(=O)N1CCOc2ccc(S(=O)(=O)N3CCCC(C)C3)cc21 (configuration not stated)	-10	3.0	2	100	-5	-9	1.7	-7	3
COc1ccc(N2C(=O)CC(C)(C)CC2=O)cc1OC	-11	-0.4	5	102	-6	-9	1.0	1	8
COC(=O)c1c(NC(=O)C2CC=CCC2C(=O)O)sc(C(N)=O)c1C (configuration not stated)	-2	1.3	-24	nt	-5	-7	-0.6	-5	nt
O=C(NCc1cccnc1)c1ccc(-c2cc3ccccc3oc2=O)cc1	-6	11	-8	97	-9	0	9.4	4	0
CC1CCCCN1C(=O)CN1C(=O)NC2(CCCCC2C)C1=O (configuration not stated)	-2	0.5	nt	nt	-6	nt	1.3	nt	nt
CC(=O)N=Nc1[nH]c(N)c2ccccc12	-1	0.1	14	106	11	-6	3.0	-7	4
Cn1c(N)c(C(=O)c2ccc(Cl)cc2)c(=O)n(C)c1=O	-5	0.3	23	122	4	2	0.9	-6	15
O=C(CCCCCN1C(=O)c2cccc3cccc(c23)C1=O)NCCCO	-1	-0.2	19	106	-12	3	0.0	-5	5
Cc1ccc(C(=O)Nc2ccc(N3CCOCC3)c3nonc23)cc1[N+](=O)[O-]	-8	2.8	21	99	-9	-2	3.0	18	-3
Cc1cc(NS(=O)(=O)c2ccc(NC(=O)CCSc3ccc(F)cc3)cc2)nc(C)n1	6	1.4	4	99	0	-3	0.4	-7	0
Cc1noc(C)c1S(=O)(=O)N(C)C[C@H]1Oc2c(NC(=O)NC3CCCCC3)cccc2C(=O)N([C@H](C)CO)C[C@@H]1C	-4	0.4	nt	nt	1	nt	0.6	nt	nt
Cc1cc(C)n(-c2ccc(C(=O)NCC(c3ccco3)N3CCCC3)cc2)n1 (configuration not stated)	2	1.2	nt	nt	-8	nt	0.3	nt	nt
c1nc(NCCN2CCOCC2)c2sc3nc(N4CCOCC4)c4c(c3c2n1)CCC4	-2	-0.8	2	102	-7	0	-1.4	2	1
O=C(NCCc1ccc(Cl)cc1Cl)c1ccc2nc[nH]c2c1	-2	2.8	8	106	-6	-1	0.8	-1	-1
COc1ccc(CC(=O)NNC(=O)c2ccccc2)cc1OC	-7	-0.2	nt	nt	-8	nt	0.8	nt	nt
Cc1cc(=O)c2cccc(Br)c2[nH]1	0	1.0	-1	102	-6	-2	1.4	4	13
c1ccc(Oc2cccc(NC3=NCCC3)c2)cc1	-6	0.8	0	120	-7	-1	-0.1	10	9
Cc1nnc(SCCn2c(N3CCC(C)CC3)nc3c2c(=O)[nH]c(=O)n3C)s1	-3	0.1	nt	99	0	-18	-0.7	5	1
CCOc1ccc(OCCn2nnc3ccccc3c2=O)cc1	-8	-1.2	0	91	-6	-8	-1.6	-8	-10
COc1cccc(-c2ccc(SCC(=O)c3ccccc3)nn2)c1	1	0.1	-4	nt	9	12	-0.6	-6	nt
COc1ccc(S(=O)(=O)N2CC(O)CC2C(=O)OCC(=O)Nc2ccc(Cl)cn2)cc1 (configuration not stated)	0	0.0	-3	106	-5	1	-1.4	-11	2
COc1ccc(C(=O)OCC(=O)NCCN2C(=O)CSC2=O)cc1[N+](=O)[O-]	3	0.2	nt	nt	-2	nt	0.0	nt	nt
O=C(O)C1CC(=O)N(C2CCCCC2)C1c1ccccc1 (configuration not stated)	-2	1.8	-10	106	1	-2	1.1	-8	7
O=C(CSc1ncccn1)N1CCN(C(c2ccccc2)c2ccccc2)CC1	-2	-0.5	-8	101	-1	-12	-2.3	-4	0
COc1cccc(C(c2c(NC(=O)c3ccco3)sc(C)c2C)N2CCOCC2)c1 (configuration not stated)	-4	-0.9	nt	nt	-3	nt	-2.0	nt	nt
Nc1nc(Br)c2ccccc2c1-c1ccccc1	-3	0.5	20	92	-10	-24	-1.1	5	-5
N#Cc1ccc(C(=O)N2CCN(c3ncccn3)CC2)cc1	-13	1.3	-10	105	-11	-10	1.6	-4	3
CC(c1ccc2c(c1)OCO2)n1c(=S)[nH]c2ccccc2c1=O (configuration not stated)	-2	-0.2	nt	nt	0	nt	-1.2	nt	nt
CCc1ccccc1N(CC(=O)N1CCN(c2ccccc2F)CC1)S(C)(=O)=O	-1	1.1	-2	103	-17	-7	0.7	6	0
Cc1noc(C)c1CSCC(=O)Oc1ccc(N(C)S(=O)(=O)c2ccccc2)cc1	-1	4.5	nt	nt	-17	nt	3.8	nt	nt
Cc1ccc(S(=O)(=O)NCCc2ccc(S(N)(=O)=O)cc2)cc1	-5	0.6	-2	101	1	-5	1.3	-9	0
Cc1nc(-c2cc(-c3nc(-c4cc(C(F)(F)F)cc(C(F)(F)F)c4)no3)no2)cs1	6	0.7	13	100	-12	-3	-1.2	-1	-4
Cc1ccnc(NC(=O)CCC(=O)c2cc(C)sc2C)c1	-4	-0.9	nt	nt	-4	nt	-1.5	nt	nt
CCOC(=O)C1=C(C)N(c2ccccc2)C(=O)C1CC(=O)O (configuration not stated)	-2	1.2	2	106	-4	-4	-0.5	-1	2
Cc1nc2sc(C(c3ccccc3)N3CCN(C)CC3)c(O)n2n1 (configuration not stated)	nt	1.4	16	101	-2	nt	0.1	nt	4
Cn1c(-c2ccc(-c3ccccc3)cc2)c[nH]c1=S	-6	-0.5	11	102	-8	7	0.2	-1	5
CCN1C(=O)[C@H]2[C@@H](c3ccc(-c4ccc(OC)cc4)cc3)N3CCCC[C@@]3(C(=O)OC)[C@H]2C1=O	-2	0.2	nt	nt	-4	nt	1.1	nt	nt
CC(C)C(C(=O)Nc1ncn[nH]1)N1C(=O)c2ccccc2C1=O (configuration not stated)	0	0.5	0	101	1	-4	0.0	40*	1
COc1ccc(C(=O)C2CCCN(Cc3cn[nH]c3-c3ccccc3)C2)cc1OC (configuration not stated)	-1	2.0	5	92	3	-3	-0.4	-9	-6

An excerpt from above in order of count of non-hydrogen atoms, high to low.
SMILES	GalR3 antagonist	V1aR counter	NALP1 yeast inh	MEKK2 WT-MEK5	OXTR potentiate	GPR7 antag	OXTR ag	M18AAP inhibitor	MEKK2mut PB1 HTS
Cc1nc(-c2cc(-c3nc(-c4cc(C(F)(F)F)cc(C(F)(F)F)c4)no3)no2)cs1	6	0.7	13	100	-12	-3	-1.2	-1	-4
Cc1ccc(S(=O)(=O)NCCc2ccc(S(N)(=O)=O)cc2)cc1	-5	0.6	-2	101	1	-5	1.3	-9	0
Cn1c(-c2ccc(-c3ccccc3)cc2)c[nH]c1=S	-6	-0.5	11	102	-8	7	0.2	-1	5

Seven entries already listed, ordered by the value under OXTR potentiate, highest first.
mol,OXTR potentiate
COc1ccc(CCNC(=O)C(=O)Nc2ccc3nc4n(c(=O)c3c2)CCCCC4)cc1OC,8
O=C(O)C1CC(=O)N(C2CCCCC2)C1c1ccccc1 (configuration not stated),1
Cc1ccnc(NC(=O)CCC(=O)c2cc(C)sc2C)c1,-4
CC(=O)N1CCOc2ccc(S(=O)(=O)N3CCCC(C)C3)cc21 (configuration not stated),-5
O=C(NCCc1ccc(Cl)cc1Cl)c1ccc2nc[nH]c2c1,-6
C=CCn1c(SCC(=O)Nc2ccc(C(=O)OCC)cc2)nnc1-c1sc(N)nc1C,-8
O=C(NCc1cccnc1)c1ccc(-c2cc3ccccc3oc2=O)cc1,-9

Following part
SMILES	GalR3 antagonist	V1aR counter	NALP1 yeast inh	MEKK2 WT-MEK5	OXTR potentiate	GPR7 antag	OXTR ag	M18AAP inhibitor	MEKK2mut PB1 HTS
CCn1cc(C(=O)NCc2ccco2)c(=O)c2cc(S(=O)(=O)N3CCCCCC3)ccc21	-4	0.3	4	104	0	-7	0.6	-1	0
O=C(COc1ccc([N+](=O)[O-])cc1)Nc1cccnc1	2	7.9	4	91	-1	4	0.7	1	-3
COc1ccc(/C=N\NC(=O)COc2ccccc2Cl)cc1Cn1nc(C)cc1C	0	2.1	-11	102	-8	-10	1.4	5	3
COc1cc(C(=O)NCC(=O)N/N=C/c2ccc(-c3cccc([N+](=O)[O-])c3)o2)cc(OC)c1OC	-8	-0.2	1	99	-8	-4	-1.4	4	12
COc1ccc(/C=N/NC(=O)c2ccc(O)cc2)cc1CN1CCCc2ccccc21	0	-0.6	26	44*[inhibitor]	-6	-4	-2.8	7	24
O=C1CCC(C(=O)Nc2cc(C(F)(F)F)ccc2-n2cncn2)=NN1	2	0.3	12	100	-7	13	1.3	0	-6
COc1ccc(-n2nccc2-c2nn(-c3cccc(OC)c3)c(=O)n(C)c2=O)cc1	-2	-0.5	12	105	5	-5	-1.4	0	2
Cc1sc2nc(-c3ccccc3)[nH]c(=O)c2c1-c1ccccc1	nt	0.3	24	94	1	-7	1.0	0	-1
CCOc1ccc(/C=N/n2nnnc2N)cc1OCC	-4	-0.6	11	109	5	-19	-2.2	-4	17
COc1ccc(/C=C2/CCCC(C(=O)C(F)(F)F)=C2O)cc1OC	-1	-0.8	0	99	-8	-3	-2.7	2	-5
CCc1nn2c(N3CCOCC3)cc(C)nc2c1-c1ccccc1	-8	0.2	5	96	-9	-14	-0.1	-1	-1
CCCc1nc2ccccc2c(C(=O)OCC(=O)NCc2ccco2)c1CC	-2	-1.2	5	93	-18	-5	-1.9	3	-1
O=C(COc1ccc(Cl)cc1)N1CCN(C(=O)c2ccccc2F)CC1	-8	1.0	-8	108	-4	4	2.1	-1	6
CCc1ccc(OCC(=O)Nc2ncc3c(n2)CC(C)(C)CC3=O)cc1	-7	-0.3	-3	97	-9	0	-0.3	9	-5
N#Cc1c(-c2ccc(F)cc2)cc(-c2cccs2)nc1SCC(=O)O	-11	0.2	5	100	-1	1	0.5	6	0
COC(=O)c1ccc(C2C(Oc3ccccc3)C(=O)N2CCc2ccc(OC)c(OC)c2)cc1 (configuration not stated)	-4	-0.2	12	109	-4	-1	-0.5	-6	5
Cc1ccc(-n2cc(CN3CCC(CO)(Cc4ccccc4)CC3)cn2)cc1	-11	8.8	3	107	-22	20*	6.5	-2	-2

Source: PubChem BioAssay (several laboratories)

This is a random part of the collection. About 4.1% of those tested had a hit in this group.
